# Yp Topo-I inh = blocks Yersinia pestis topoisomerase I activity; hit rate 0.064% among 360,000; activity, % at 10 µM; AID 504884; Y. pestis Topo-I cleavage product accumulation, plate reader; in the data active means activity above about 50%, passing the limit was not always enough; inconclusive means no clear call, values can overlap the other calls; further: inactives centre near 2
# CCHF vOTU inh = CCHFV vOTU protease inhibition | Pep-AMC fluorescence | inhibition, % at 11.5 µM | hit rate 0.55% among 370,000; in the data active means inhibition above about 30%; further: 0% = vehicle wells with enzyme and 100% = no enzyme wells
# Anthrax LF inh2 = blocks Bacillus anthracis lethal factor protease | P15917 | multiplex microsphere protease cleavage assay, LF | inhibition, % at 10 µM | hit rate 0.12% among 360,000; further: plate controls were buffer without enzyme for full effect and enzyme alone for no effect
# Target sequence (P15917 whole entry, looked up): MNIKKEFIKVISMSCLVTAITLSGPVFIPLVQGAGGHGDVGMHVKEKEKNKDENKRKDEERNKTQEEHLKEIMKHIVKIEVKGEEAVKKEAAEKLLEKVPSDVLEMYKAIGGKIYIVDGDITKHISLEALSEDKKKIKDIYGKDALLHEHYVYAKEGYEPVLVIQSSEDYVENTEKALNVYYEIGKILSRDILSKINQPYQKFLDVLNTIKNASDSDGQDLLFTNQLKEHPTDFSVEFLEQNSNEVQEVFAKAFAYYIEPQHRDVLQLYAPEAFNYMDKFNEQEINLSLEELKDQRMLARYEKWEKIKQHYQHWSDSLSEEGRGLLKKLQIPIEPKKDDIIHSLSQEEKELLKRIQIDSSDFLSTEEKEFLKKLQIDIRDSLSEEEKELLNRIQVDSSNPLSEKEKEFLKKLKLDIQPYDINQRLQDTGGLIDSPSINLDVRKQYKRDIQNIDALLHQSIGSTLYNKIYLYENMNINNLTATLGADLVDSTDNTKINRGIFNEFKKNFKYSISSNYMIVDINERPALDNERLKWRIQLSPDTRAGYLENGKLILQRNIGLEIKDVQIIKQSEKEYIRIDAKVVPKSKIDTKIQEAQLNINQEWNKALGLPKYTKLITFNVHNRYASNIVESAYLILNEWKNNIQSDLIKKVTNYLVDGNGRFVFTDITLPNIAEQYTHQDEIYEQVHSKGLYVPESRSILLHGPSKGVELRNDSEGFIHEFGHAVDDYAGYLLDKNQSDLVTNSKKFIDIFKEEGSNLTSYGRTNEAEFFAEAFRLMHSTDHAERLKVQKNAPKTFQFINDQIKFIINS
# PfHsp40 rescue = compounds rescuing yeast from Plasmodium falciparum HSP40 toxicity. growth rescue, % at 12.5 µM. AID 504582. S. cerevisiae expressing PfHsp40, growth rescue, ATP luminescence. hit rate 0.68% among 340,000; in the data active means growth rescue above about 28%, passing the limit was not always enough; inconclusive means no clear call, values can overlap the other calls;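 further: yeast W303a lacking pdr1 and pdr3 grown in galactose medium; growth measured after three days at 30 °C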
# PriA SSB inh = blocks PriA binding to SSB C-terminal tail. inhibition, % at 33 µM. hit rate 0.6% among 430,000. AlphaScreen SSBct-PriA binding, biotinylated peptide; in the data active means inhibition mostly above about 37%, no sharp cut-off; inactive means mostly below about 20%;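 further: plate controls were negative control peptide for no effect and reference peptide for full effect; strong numbers were not always called active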
# Vc quorum ag = inducers of Vibrio cholerae quorum light production without autoinducers. activation, % at 18.7 µM. V. cholerae BH1578 lux reporter, luminescence, 6 h. hit rate 0.16% among 350,000; in the data active means activation mostly above about 9.7%, no sharp cut-off; inconclusive means no clear call, values can overlap the other calls; inactive means mostly below about 3.7%; further: not every result past the cut was called active; inactives centre near 0; reference of the scale not given here
# BoNT-A LC inh2 = inhibitors of Botulinum neurotoxin A light chain protease. hit rate 0.17% among 360,000. inhibition, % at 10 µM. multiplex microsphere protease substrate cleavage, flow cytometry; further: plate controls were buffer without enzyme for full effect and enzyme alone for no effect
# VHR inh abs = blocks human VHR1 dual specificity phosphatase; hit rate 0.52% among 290,000; P51452; AID 1654; inhibition, % at 13.3 µM; recombinant VHR phosphatase, pNPP absorbance; in the data active means inhibition above about 50%; further: some compounds called inactive have numbers as strong as hits
# Target sequence (P51452 whole entry, looked up): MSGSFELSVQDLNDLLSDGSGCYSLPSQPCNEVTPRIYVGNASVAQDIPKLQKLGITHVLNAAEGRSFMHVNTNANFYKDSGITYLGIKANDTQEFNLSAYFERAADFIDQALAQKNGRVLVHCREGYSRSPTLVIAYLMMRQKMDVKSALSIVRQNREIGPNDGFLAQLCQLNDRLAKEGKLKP
# SARS 3CLpro inh = SARS-CoV 3CLpro protease inhibition; P0C6X7; recombinant SARS-CoV 3CLpro, quenched FRET peptide cleavage; inhibition, % at 6 µM; hit rate 0.14% among 290,000; AID 1706; in the data active means inhibition above about 12%
# TcdB inh = inhibitors of Clostridioides difficile toxin B glycohydrolase; inhibition, % at 9.99 µM; AID 652162; P18177; TcdB glycohydrolase enzymatic assay, plate reader; hit rate 0.24% among 350,000; in the data active means inhibition above about 10%
# * = called active by the depositor; i = inactive; u = inconclusive; x = no result given; & = joins results of further samples. Unless noted, no stated cut-off is given here; in the data, active means inhibition above about 30%; inconclusive means no clear call, values can overlap the other calls; inactive means below that. Some of the compounds tested. The share of hits here may be higher or lower than overall.
SMILES,Yp Topo-I inh,CCHF vOTU inh,Anthrax LF inh2,PfHsp40 rescue,PriA SSB inh,Vc quorum ag,BoNT-A LC inh2,VHR inh abs,SARS 3CLpro inh,TcdB inh
CCOC(=O)C1CCCN(C2CC(=O)N(c3cccc(C)c3)C2=O)C1 (configuration not stated),-9.8,-1.9,-1.9,0.4,-15.7,-1.0,-0.5,10.2,-0.1,x
COC(=O)c1ccc(NC(=O)CSc2nc3[nH]ncc3c(=O)[nH]2)cc1,-2.8,8.8,-0.7,0.3,-12.0&-10.3,-0.7,-0.3,x,x,-0.6
Nc1ccc2nc(SCc3cccc(F)c3)sc2c1,1.6,10.8,-2.1,-0.6,26.6,-0.2,-0.7,-4.6,4.9,0.6
O=C1C=C(c2ccccc2)C[C@H](c2cccs2)[C@H]1n1nnc([N+](=O)[O-])n1,-14.9,-0.4,-2.1,-0.3,19.3,-0.3,0.2,-6.1,1.0,x
CCOc1ccccc1Nc1nnc(Cc2ccccc2Cl)c(=O)[nH]1,-1.1,-18.7,1.3,0.7,-7.6,i,0.6,-4.3,0.4,x
Cc1ccc(NC(=O)COC(=O)CCc2ccccc2)cc1S(=O)(=O)N1CCOCC1,21.1,18.5,x,0.2,-3.0,i,x,x,x,-1.0
Cc1cccc(NC(=O)CCN2CCC(C(N)=O)CC2)c1,0.8,0.0,-5.0,1.2,-6.1,-0.4,-1.1,29.3,3.4,0.6
CCC(=O)Nc1ccc(C(=O)CSc2nnc(-c3ccc(O)cc3)n2CC2CCCO2)cc1OC (configuration not stated),7.7,16.0,-2.6,-0.7,-16.9,i,2.2,21.4,-0.1,x
CC1CCc2nc(NC(=O)CSc3nc4ccccc4o3)sc2C1 (configuration not stated),-0.7,-0.1,1.0,-1.0,-22.3,i,-0.8,-12.0,-2.5,x
Cc1cc[n+](CC(=O)c2ccc(NC(=O)c3ccccc3)cc2)c2ccccc12,-23.0,9.0,-23.3,u,24.3,i,7.3,18.1,-0.9,x
COc1ccc(CCNC(=O)c2cc(S(=O)(=O)N3CCCCCC3)ccc2OC)cc1OC,14.0,0.1,-10.7,2.5,-7.8,-2.3,-5.5,x,x,2.2
COc1cccc(/C=N/NC(=O)c2oc3nc(-c4ccccc4)cc(-c4ccco4)c3c2N)c1,4.6,8.5,-16.3,-1.2,i,-1.6,-1.5,11.6,-4.4,0.4
Cc1c(Cl)cccc1NC(=S)N1CCN(C(=O)C2CCCO2)CC1 (configuration not stated),5.8,-1.0,-2.2,-1.5,11.1,-3.7,-0.3,26.2,-0.2,x
CC(C)CN1C(=O)c2ccccc2C1(O)Cc1ccccc1 (configuration not stated),20.6,0.6,-0.7,0.0,-16.9,4.8,1.0,13.4,1.1,x
O=C(NC1CCCC1)C(c1ccncc1)N(C(=O)c1csnn1)c1ccc(Cl)cc1 (configuration not stated),-7.7,7.1,-1.4,0.3,-6.0,-0.3,0.1,-7.5,1.7,-1.3
CCCS(=O)(=O)NCCc1cc2cc(C)c(C)cc2[nH]c1=O,-5.2,4.1,-0.9,0.7,-1.7,0.8,0.4,8.8,2.5,x
O=C(Nc1ccnn1C1CCN(Cc2cc3ccccc3[nH]2)CC1)C1CCOC1 (configuration not stated),7.1,-2.9,-2.8,1.6,x,-0.3,-1.4,27.9,0.0,2.3
CCOC(=O)N1CCN(C(=O)c2ccc3[nH]c(C)c(C)c3c2)CC1,2.1,-3.6,-3.9,-0.2,-9.3,i,-1.1,x,x,4.0
Nn1c(SCc2nc3ccccn3c2Br)nnc1-c1cccnc1,-0.3,8.5,1.4,0.3,-1.7,-0.4,0.6,28.0,2.1,x
Cc1[nH]c2c(Cl)cccc2c(=O)c1CN1CCCC1,-1.7,8.1,0.8,6.3,-25.4,-8.3,0.4,18.2,0.9,x
COc1ccccc1N(C)S(=O)(=O)c1ccc(C(=O)NC2=NCCS2)cc1,0.2,5.2,3.8,-1.4,-0.5,i,0.5,-13.6,0.5,x
COc1ccc(Br)cc1CN(C)C(C)C(=O)Nc1cc([N+](=O)[O-])ccc1OC (configuration not stated),2.7,23.1,-0.3,-1.3,-7.8,-0.1,-0.3,20.8,-4.6,-0.1
COc1ccc(CNC(=O)c2ccc(-n3ccnc3)c3ccoc23)cc1OC,3.4,13.0,-0.9,x,x,-0.3,0.3,x,x,1.1
CC(C)(C)NC(=O)CSc1nc2ccc(NC(=O)CSc3nnc(N)s3)cc2s1,6.4,-3.2,0.8,-0.7,2.2,-0.3,-0.3,2.1,-0.9,1.7
COc1ccc(NS(=O)(=O)c2cccs2)c(OC)c1,0.8,12.9,-2.4,-0.6,-11.5,i,0.3,4.8,-0.9,x
CC(C)(C)N(Cc1ccccc1)C(=O)c1ccc(Br)o1,18.6,-2.4,-1.3,-1.4,0.5,1.4,-0.6,-11.2,-3.4,0.9
O=C(COc1ccc(Br)cc1Cl)NC(=S)N1CCc2ccccc21,20.1,-6.0,-1.5,9.6,-1.0,15.0,0.5,2.6,-2.9,0.9
CCCOc1ccc(-c2c(C(=O)N/N=C/C3CCCCC3)nnn2-c2nonc2N)cc1,-3.1,13.0,0.5,-0.4,x,i,1.3,8.0,2.6,0.7
O=C1CCN(C(=O)CNC(=O)Cc2ccccc2)CC1,0.5,-0.6,0.0,-0.7,-3.7,-0.5,-0.5,14.5,0.7,1.3
COc1cccc(NC(=O)Nc2nnc(Cc3ccccc3)s2)c1,-7.6,3.4,-5.3,-0.8,-7.8,0.7,-2.9,38.8,7.2,0.3
O=C(NCC(c1ccco1)N1CCOCC1)c1cccc(Cl)c1 (configuration not stated),-5.5,-3.2,1.1,0.5,-7.9,-1.5,2.7,x,x,-0.1
COc1ccc(CCNC(=O)C2CC3Cn4c(nc5cc6ccccc6cc54)C3N2C)cc1 (configuration not stated),28.8,-5.2,-4.4,-0.3,-7.2,i,-0.1,15.2,x,-0.7
Cc1ccc(C(=O)CSC2=C(C#N)C(c3ccco3)C3=C(CCCC3=O)N2)cc1 (configuration not stated),1.9,13.7,-0.1,-0.6,-1.2,0.1,2.4,-11.1,3.1,x
COCCN1CN(S(=O)(=O)c2cccc(Cl)c2)c2nc3ccccc3nc21,18.0,-42.8,2.6,0.4,7.2,-0.2,0.6,43.6,1.8,0.0
Cn1c(=O)n(C/C=C/c2ccccc2)c(=O)c2c1nc1n2CCCN1Cc1ccccc1,-8.3,5.6,-14.2,2.9,-3.6,-0.2,-3.0,16.1,-1.7,x
O=C(CCc1nc(-c2ccccc2)no1)N1CCCC1,-7.6,1.3,-4.5,-0.5,-6.0,312.7*,0.3,4.4,-4.1,x
CN1CCN(c2ccc(-c3ccnn3C(=O)Nc3cccc(C(F)(F)F)c3)cc2)CC1,-8.8,-12.0,-1.3,0.8,-9.0,i,-0.1,-2.8,3.2,0.3
O=c1c2ccsc2ncn1Cc1ccc(Cl)cc1,7.1,-11.0,4.6,-0.4,-17.9,3.4,-0.9,26.1,0.5,x
COc1ccccc1NC(=O)/C=C1\SCC(=O)N1C,-15.6,6.7,2.3,-0.1,1.6,i,0.1,-9.5,-0.4,1.0
NC(=O)CC[C@@H]1NC(=O)[C@@H]2CCCN2C(=O)c2cc([N+](=O)[O-])cc(I)c2NCCCC[C@@H](C(=O)NC(CC(=O)O)C(N)=O)NC1=O (some centres not stated),13.5,x,5.7,0.5,-2.7,i,-0.4,0.2,-0.5,x
COc1ccccc1-c1cc2c(c3c1ccn3C)C1CCC2C1 (configuration not stated),x,-7.5,29.9*,x,x,x,12.3,x,x,1.2
COc1cc(/C=N/NC(=O)c2cccnc2)ccc1OC(=O)c1ccco1,3.7,-7.5,1.1,-0.6,x,-3.7,1.3,31.1,3.0,x
COc1ccc(C(=O)N2CCN(Cc3ccc4c(c3)OCO4)CC2)cc1[N+](=O)[O-],-2.4,-2.8,-0.3,0.3,0.8,-0.3,0.0,6.4,-1.9,-0.7
CC1(C)CC(=O)C2=C(C1)OC1=C(C(=O)CC(C)(C)C1)C2c1ccc(O)c([N+](=O)[O-])c1,-6.4,-6.3,-2.0,-2.0,-8.6,-0.2,-0.5,-15.2,-3.5,0.2
Cc1ccc(-c2csc(-c3cc(C)on3)n2)cc1,17.7,-8.1,x,-1.8,-0.4,-1.3,x,8.8,-4.6,1.1
CCOP(=O)(/C=C(\Cl)c1ccccc1)C(O)c1ccc(F)cc1 (configuration not stated),5.4,2.9,-5.0,0.8,-5.6,-10.0,-2.6,x,-2.2,1.4
COc1ccccc1OCCC(=O)OCC(=O)Nc1ccc2c(c1)OCCO2,-3.7,-9.1,-7.8,-2.1,-2.6,-0.4,-0.3,x,x,-0.4
O=C(NCc1ccncc1)c1ccc(NS(=O)(=O)c2cccc([N+](=O)[O-])c2)cc1,4.0,0.7,-1.0,0.5,-6.1,3.7,1.5,x,x,0.2
CCN(C(=O)C1CCCN(c2nc(-c3ccc(OC)cc3)no2)C1)c1ccccc1F (configuration not stated),23.6,2.3,-2.2,-1.5,-10.5,-0.3,-1.3,9.5,1.4,0.2
Cc1ccc(C(=O)OCC(=O)N2CCOCC2)cc1,2.3,4.5,-11.6,-0.8,1.9,-0.2,-2.2,20.4,-4.0,-1.8

# In the list so far, nine have a Cl atom:
SMILES,Yp Topo-I inh,CCHF vOTU inh,Anthrax LF inh2,PfHsp40 rescue,PriA SSB inh,Vc quorum ag,BoNT-A LC inh2,VHR inh abs,SARS 3CLpro inh,TcdB inh
CCOc1ccccc1Nc1nnc(Cc2ccccc2Cl)c(=O)[nH]1,-1.1,-18.7,1.3,0.7,-7.6,i,0.6,-4.3,0.4,x
Cc1c(Cl)cccc1NC(=S)N1CCN(C(=O)C2CCCO2)CC1 (configuration not stated),5.8,-1.0,-2.2,-1.5,11.1,-3.7,-0.3,26.2,-0.2,x
O=C(NC1CCCC1)C(c1ccncc1)N(C(=O)c1csnn1)c1ccc(Cl)cc1 (configuration not stated),-7.7,7.1,-1.4,0.3,-6.0,-0.3,0.1,-7.5,1.7,-1.3
Cc1[nH]c2c(Cl)cccc2c(=O)c1CN1CCCC1,-1.7,8.1,0.8,6.3,-25.4,-8.3,0.4,18.2,0.9,x
O=C(COc1ccc(Br)cc1Cl)NC(=S)N1CCc2ccccc21,20.1,-6.0,-1.5,9.6,-1.0,15.0,0.5,2.6,-2.9,0.9
O=C(NCC(c1ccco1)N1CCOCC1)c1cccc(Cl)c1 (configuration not stated),-5.5,-3.2,1.1,0.5,-7.9,-1.5,2.7,x,x,-0.1
COCCN1CN(S(=O)(=O)c2cccc(Cl)c2)c2nc3ccccc3nc21,18.0,-42.8,2.6,0.4,7.2,-0.2,0.6,43.6,1.8,0.0
O=c1c2ccsc2ncn1Cc1ccc(Cl)cc1,7.1,-11.0,4.6,-0.4,-17.9,3.4,-0.9,26.1,0.5,x
CCOP(=O)(/C=C(\Cl)c1ccccc1)C(O)c1ccc(F)cc1 (configuration not stated),5.4,2.9,-5.0,0.8,-5.6,-10.0,-2.6,x,-2.2,1.4

# Entries of single compounds, looked up by structure. Order of values: Yp Topo-I inh	CCHF vOTU inh	Anthrax LF inh2	PfHsp40 rescue	PriA SSB inh	Vc quorum ag	BoNT-A LC inh2	VHR inh abs	SARS 3CLpro inh	TcdB inh
# Profile of CCC(=O)Nc1ccc(C(=O)CSc2nnc(-c3ccc(O)cc3)n2CC2CCCO2)cc1OC (configuration not stated) = 7.7	16.0	-2.6	-0.7	-16.9	i	2.2	21.4	-0.1	x
# Profile of COc1ccccc1OCCC(=O)OCC(=O)Nc1ccc2c(c1)OCCO2 = -3.7	-9.1	-7.8	-2.1	-2.6	-0.4	-0.3	x	x	-0.4

# Screening data: PubChem, several laboratories
